Screening results (PubChem BioAssay)
KLF5 inh: KLF5 expression inhibitors, primary screen, DLD-1 cells, luminescence; DLD-1 KLF5 promoter-luciferase reporter; hit rate 0.23% among 290,000; AID 1700, 2009; inhibition, % at 5 µM;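 active = inhibition above a per-plate limit of that plate's mean compound inhibition plus 3 SD, cut at about 60% in these data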;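 also: 0% = DMSO wells and 100% = LY294002 at 200 µM; higher means less KLF5 promoter-driven luciferase light; inactives centre near -14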
HIF act: HIF pathway transcriptional activators, primary screen, cell-based, U2OS HRE-luciferase, luminescence | U2OS HRE-luciferase reporter; normalized: DMSO 0%, desferrioxamine 100% | activation, % at 7.5 µM (by protocol) | hit rate 0.32% among 300,000;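 active = mean activation of at least 10% of the iron chelator positive control signal, with at least half of replicates also reaching 10%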
Platelet DG rel: inhibitors of platelet dense granule secretion, primary screen, cell-based, MLPCN, human platelets; hit rate 0.22% among 300,000; human platelet-rich plasma, SFLLRN dense granule ATP release, luminescence; inhibition, %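 (compounds screened at 7.5 µM in platelet-rich plasma)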;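 active = mean replicate score, as percent of positive control, at or above 50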
AI-2 QS mod: Vibrio harveyi AI-2 quorum sensing modulators, primary screen, JMH597 strain, luminescence/OD600 ratio; hit rate 0.4% among 300,000; Vibrio harveyi JMH597 AI-2 luminescence/OD600 ratio, 9 h; hits give low values; strain lacks LuxN and CqsS sensors; 0 = neutral-control median; activity change, % at 7.5 µM; in the data active = activity change below about -75%, passing the limit was not always enough;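 also: luminescence divided by OD600 gain over 9 h not by final OD600 alone; inactives centre near 13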
HSF1 inh: HSF1 inhibitors in luciferase reporter cells, primary screen, cell-based, NIH3T3, luminescence; NIH3T3-HGL HSE-luciferase, MG132-induced, luminescence 8 h; hits give low values; activity change, negative = inhibition, % at 7.5 µM (by protocol); hit rate 0.77% among 300,000;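 active = more than half of replicate wells show activity change below -50%, luminescence cut by over half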;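 also: luciferase reports HSF-1 transcriptional activity via heat shock element; 0% = median of DMSO wells and -100% = zero luminescence signal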
IEC-6 cytotox: cytotoxicity in IEC-6 intestinal epithelial cells, primary screen, cytotoxicity control for KLF5 inhibitor project, cell-based, luminescence. IEC-6 cytotoxicity, luminescence viability. inhibition, % at 5 µM. hit rate 0.78% among 290,000. AID 1825, 2009; in the data active = inhibition above about 22%;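 also: 0% = plate median of test compound wells and 100% = cytotoxic reference compound wells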
aSyn UTR inh: MLPCN primary screen, SNCA 5' untranslated region; alpha-synuclein 5'UTR reporter, inhibitor activity; inhibition, % (tested at 7.5 µM); hit rate 0.82% among 300,000; AID 1813, 2009; in the data active = inhibition above about 60%;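 also: H4 neuroglioblastoma cells stably carrying SNCA 5'UTR luciferase fusion; 0% = DMSO wells and 100% = positive control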
HSF1 activator: HSF-1 activators, primary screen, NIH3T3-HGL cells, MG132 stress, luminescence, single point | NIH3T3-HGL HSF-1 luciferase reporter, 8 h; 100% = twice DMSO control signal | activation, % at 9 µM | hit rate 1.7% among 300,000 | AID 504408, 2011;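 active = mean replicate activation of at least 50% with a set share of replicates each reaching 50%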;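 also: 0% = median of the neutral control wells and 100% = twice that signal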
HDAC3 inhib: HDAC3 deacetylase inhibitors, primary screen, biochemical, fluorescence, cell-free homogeneous; Histone deacetylase 3 (Homo sapiens), O15379; recombinant HDAC3, fluorogenic peptide/trypsin coupled; inhibition, % at 8.3 µM; hit rate 0.15% among 320,000; AID 2718, 2010; in the data active = inhibition above about 26%, passing the limit was not always enough
Target sequence (O15379 whole entry, looked up): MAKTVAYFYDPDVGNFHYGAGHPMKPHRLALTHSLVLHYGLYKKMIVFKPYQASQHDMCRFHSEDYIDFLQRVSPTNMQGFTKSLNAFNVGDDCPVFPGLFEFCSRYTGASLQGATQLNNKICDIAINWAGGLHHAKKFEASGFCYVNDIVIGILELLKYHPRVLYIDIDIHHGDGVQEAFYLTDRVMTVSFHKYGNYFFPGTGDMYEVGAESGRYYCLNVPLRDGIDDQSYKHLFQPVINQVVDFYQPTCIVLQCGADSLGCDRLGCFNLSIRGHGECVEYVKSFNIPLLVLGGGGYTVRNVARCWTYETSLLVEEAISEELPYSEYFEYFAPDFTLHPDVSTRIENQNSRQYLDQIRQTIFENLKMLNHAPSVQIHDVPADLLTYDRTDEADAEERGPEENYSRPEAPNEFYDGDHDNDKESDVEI
HSP90 refold inh: HSP90 inhibitors, primary screen, cell lysate, luminescence | Heat shock protein HSP 90 (rabbit reticulocyte lysate; luciferase refolding) | Rabbit reticulocyte lysate, luciferase refolding luminescence, 3 h | inhibition, % at 5.6 µM | hit rate 0.91% among 290,000 | AID 1789, 2009;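 active = inhibition above the screen-wide mean plus 3 SD, computed separately per campaign, cut at about 16% in these data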;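 also: 0% = DMSO wells and 100% = 60 µM geldanamycin wells; inhibitors lower the luminescence because luciferase stays unfolded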
Active calls of the source: *.

`CCC(CC)C(=O)Nc1c2c(nn1-c1ccc(OC)cc1)CS(=O)(=O)C2` gave KLF5 inh -16, HIF act -0.2, Platelet DG rel 4, AI-2 QS mod -3, HSF1 inh -6, IEC-6 cytotox -3, aSyn UTR inh -5, HSF1 activator -3, HDAC3 inhib -1 and HSP90 refold inh -2.
For Cc1ccc(N2CCN(C(=S)Nc3ccc(Cl)cc3)CC2)cc1 the results were KLF5 inh -2, HIF act -11, Platelet DG rel 3, AI-2 QS mod 13, HSF1 inh 5, IEC-6 cytotox -2, aSyn UTR inh 14, HSF1 activator 14, HDAC3 inhib -6 and HSP90 refold inh 0.
`CCC(C)NC(=S)NNC(=O)c1ccncc1` (stereo not drawn) gave KLF5 inh -17, HIF act -0.4, Platelet DG rel 0, AI-2 QS mod 19, HSF1 inh -5, IEC-6 cytotox -7, aSyn UTR inh 10, HSF1 activator -20, HDAC3 inhib 1 and HSP90 refold inh 6.
Screening O=C1CCCN1CCC1CCN(C2CC(=O)N(c3ccc(Cl)cc3)C2=O)CC1 (stereo not drawn) returned KLF5 inh -10, HIF act -0.5, Platelet DG rel -12, AI-2 QS mod 40, HSF1 inh 9, IEC-6 cytotox -2, aSyn UTR inh 13, HSF1 activator 2, HDAC3 inhib -3 and HSP90 refold inh -3.
O=C(NC1CCCC1)C1c2ccccc2C(=O)N1CCCN1CCOCC1 (stereo not drawn) was read as KLF5 inh 16, HIF act 0.0, Platelet DG rel -10, AI-2 QS mod 10, HSF1 inh -4, IEC-6 cytotox -1, aSyn UTR inh 4, HSF1 activator -1, HDAC3 inhib -1 and HSP90 refold inh 1.
For CCCCc1ccc(NC(=S)NCc2ccc(OC)cc2)cc1 the results were KLF5 inh -19, HIF act -0.3, Platelet DG rel 7, AI-2 QS mod 5, HSF1 inh 8, IEC-6 cytotox 4, aSyn UTR inh 10, HSF1 activator 51*, HDAC3 inhib 0 and HSP90 refold inh 1.
O=C(COc1ccc(S(=O)(=O)Nc2ccccc2)cc1)NCc1ccncc1 was read as KLF5 inh -3, HIF act -0.2, Platelet DG rel 0, AI-2 QS mod 10, HSF1 inh -8, IEC-6 cytotox -5, aSyn UTR inh 38, HSF1 activator -5, HDAC3 inhib -1 and HSP90 refold inh 2.
COc1ccccc1-c1ccc(=O)n(CC(=O)NCc2cccs2)n1 was read as KLF5 inh -24, HIF act 0.3, Platelet DG rel 2, AI-2 QS mod 5, HSF1 inh -7, IEC-6 cytotox -3, aSyn UTR inh -73, HSF1 activator -5, HDAC3 inhib -2 and HSP90 refold inh -4.
`O=C(Nc1ccccc1Br)C(=O)N1CCCC1` gave KLF5 inh 17, HIF act 0.9, Platelet DG rel 5, AI-2 QS mod 27, HSF1 inh 4, IEC-6 cytotox -3, aSyn UTR inh 10, HSF1 activator 12, HDAC3 inhib 3 and HSP90 refold inh -1.
For COc1cccc(/C=C2\N=C(c3c(-c4ccccc4)noc3C)OC2=O)c1 the results were KLF5 inh -10, HIF act -0.4, Platelet DG rel 8, AI-2 QS mod -3, IEC-6 cytotox 3, aSyn UTR inh 19, HDAC3 inhib -5 and HSP90 refold inh 0.
`O=C(CCNc1n[nH]c(=O)[nH]c1=O)N/N=C/c1ccccc1Br` gave KLF5 inh -10, HIF act 0.4, Platelet DG rel -1, AI-2 QS mod 16, HSF1 inh -6, IEC-6 cytotox -4, aSyn UTR inh 19, HSF1 activator 0, HDAC3 inhib 3 and HSP90 refold inh 0.
Cc1cccc(CCNS(=O)(=O)c2ccc(S(=O)(=O)NC3CCCC3)cc2)c1 was read as KLF5 inh -17, HIF act -0.3, Platelet DG rel 14, AI-2 QS mod 18, HSF1 inh -14, IEC-6 cytotox 1, aSyn UTR inh 13, HSF1 activator -10, HDAC3 inhib 12 and HSP90 refold inh 1.
For COC(C(=O)Nc1cccc(F)c1)c1ccccc1 (stereo not drawn) the results were KLF5 inh -20, HIF act 0.0, Platelet DG rel 4, AI-2 QS mod 15, HSF1 inh -13, IEC-6 cytotox -4, aSyn UTR inh 1, HSF1 activator 0, HDAC3 inhib 3 and HSP90 refold inh 6.
`O=C(COc1ccc2c(c1)CCC2)NCc1ccc(Cl)cc1` gave KLF5 inh -8, HIF act 0.2, Platelet DG rel 1, AI-2 QS mod 1, HSF1 inh -2, IEC-6 cytotox 1, aSyn UTR inh -14, HSF1 activator -8, HDAC3 inhib -3 and HSP90 refold inh -1.
For CCC(Sc1nc(-c2ccccc2)c(-c2ccccc2)[nH]1)C(=O)O (stereo not drawn) the results were KLF5 inh -83, HIF act -1.1, Platelet DG rel 7, AI-2 QS mod 15, HSF1 inh -1, IEC-6 cytotox -4, aSyn UTR inh -2, HSF1 activator 2, HDAC3 inhib -7 and HSP90 refold inh -4.
Cc1cccnc1NC(=S)NC(=O)/C=C/c1ccccc1 was read as KLF5 inh -33, HIF act 1.8, Platelet DG rel 1, AI-2 QS mod 9, HSF1 inh 31, IEC-6 cytotox 0, aSyn UTR inh -63, HSF1 activator 56*, HDAC3 inhib 7 and HSP90 refold inh 0.
`CCOC(=O)c1ccc(NC(=O)CNC(=O)c2ccco2)cc1` gave KLF5 inh -42, HIF act -0.1, Platelet DG rel 1, AI-2 QS mod 15, HSF1 inh -7, IEC-6 cytotox -6, aSyn UTR inh 0, HSF1 activator 1, HDAC3 inhib 6 and HSP90 refold inh 3.
CCC1CCCCN1S(=O)(=O)Cc1ccccc1Cl (stereo not drawn) was read as KLF5 inh -26, HIF act -0.5, Platelet DG rel 1, AI-2 QS mod -3, HSF1 inh 11, IEC-6 cytotox -4, aSyn UTR inh 20, HSF1 activator 16, HDAC3 inhib 1 and HSP90 refold inh 1.
For CC(C)NC(=O)CSc1nnc(COc2ccccc2Cl)o1 the results were KLF5 inh 0, HIF act -0.1, Platelet DG rel 8, AI-2 QS mod 8, HSF1 inh 1, IEC-6 cytotox 0, aSyn UTR inh 20, HSF1 activator -8, HDAC3 inhib 3 and HSP90 refold inh 0.
`O=C(CSc1c[nH]c2ccccc12)N1CCOCC1` gave KLF5 inh -19, HIF act 0.5, Platelet DG rel -2, AI-2 QS mod 7, HSF1 inh -5, IEC-6 cytotox 6, aSyn UTR inh -59, HSF1 activator 2, HDAC3 inhib -4 and HSP90 refold inh -2.

Entries shown so far that contain four or more nitrogen atoms:
`CCC(C)NC(=S)NNC(=O)c1ccncc1` (stereo not drawn) gave KLF5 inh -17, HIF act -0.4, Platelet DG rel 0, AI-2 QS mod 19, HSF1 inh -5, IEC-6 cytotox -7, aSyn UTR inh 10, HSF1 activator -20, HDAC3 inhib 1 and HSP90 refold inh 6.
`O=C(CCNc1n[nH]c(=O)[nH]c1=O)N/N=C/c1ccccc1Br` gave KLF5 inh -10, HIF act 0.4, Platelet DG rel -1, AI-2 QS mod 16, HSF1 inh -6, IEC-6 cytotox -4, aSyn UTR inh 19, HSF1 activator 0, HDAC3 inhib 3 and HSP90 refold inh 0.

Carrying on:
For CCN(C(=O)CCS(=O)(=O)c1ccc(Br)cc1)c1ccc2c(c1)OCO2 the results were KLF5 inh 5, IEC-6 cytotox 3, HDAC3 inhib 2 and HSP90 refold inh 5.
CCC1Sc2ccc(S(=O)(=O)CCC(=O)NCc3cccs3)cc2NC1=O (stereo not drawn) was read as KLF5 inh 13, HIF act -0.1, Platelet DG rel -11, AI-2 QS mod 12, HSF1 inh -1, IEC-6 cytotox 8, aSyn UTR inh 28, HSF1 activator -1, HDAC3 inhib 4 and HSP90 refold inh -2.
Screening CCOc1ccc2nc(NC(=O)C(NS(=O)(=O)c3cccc4nsnc34)C(C)C)sc2c1 (stereo not drawn) returned KLF5 inh -10, HIF act -0.4, Platelet DG rel -5, AI-2 QS mod 18, HSF1 inh 6, IEC-6 cytotox 3, aSyn UTR inh 24, HSF1 activator 17, HDAC3 inhib -4 and HSP90 refold inh 5.
`COC(=O)C(CCCN1C(=O)c2ccccc2C1=O)(NC(C)=O)c1nnn(C)n1` (stereo not drawn) gave KLF5 inh -52, HIF act 0.1, Platelet DG rel 4, AI-2 QS mod 13, HSF1 inh -3, IEC-6 cytotox 0, aSyn UTR inh -13, HSF1 activator 5, HDAC3 inhib 8 and HSP90 refold inh -2.
Screening Cc1ccc(OCCNC(=O)c2ccc(NC(=O)CC3SC(N4CCCC4)=NC3=O)cc2)cc1 (stereo not drawn) returned HIF act -0.7, Platelet DG rel 1, AI-2 QS mod 10, HSF1 inh 3, aSyn UTR inh -6, HSF1 activator -8 and HDAC3 inhib 7.
CCN(CC)C(=O)c1ccccc1NS(=O)(=O)c1ccc(OC)c(C(=O)N2CCOCC2)c1 was read as KLF5 inh 4, HIF act -0.3, Platelet DG rel 1, AI-2 QS mod 5, HSF1 inh -1, IEC-6 cytotox 6, aSyn UTR inh -5, HSF1 activator 0, HDAC3 inhib 0 and HSP90 refold inh 3.
Screening CC(C)N(C(=O)COC(=O)[C@@H]1CC(O)CN1S(=O)(=O)c1ccccc1[N+](=O)[O-])C(C)C (stereo partly drawn) returned KLF5 inh 1, HIF act 0.4, Platelet DG rel 13, AI-2 QS mod 17, HSF1 inh -6, IEC-6 cytotox -2, aSyn UTR inh -22, HSF1 activator -11, HDAC3 inhib 0 and HSP90 refold inh -2.
For CCC(C)[C@H](NC(=O)NCc1cccc(OC)c1)C(=O)OC (stereo partly drawn) the results were KLF5 inh 11, HIF act -0.4, Platelet DG rel -2, AI-2 QS mod 11, HSF1 inh -3, IEC-6 cytotox -4, aSyn UTR inh 1, HSF1 activator -10, HDAC3 inhib 3 and HSP90 refold inh 5.
`O=S(=O)(Nc1ccc(-c2cn3c(n2)SCC3)cc1)c1ccccc1F` gave KLF5 inh -29, HIF act 0.2, Platelet DG rel -5, AI-2 QS mod 12, HSF1 inh 14, IEC-6 cytotox 3, aSyn UTR inh -20, HSF1 activator 38, HDAC3 inhib -1 and HSP90 refold inh -1.
Screening CCCCN(C(=O)c1ccccc1OCc1ccc(F)cc1)c1c(N)n(CC(C)C)c(=O)[nH]c1=O returned KLF5 inh -27, HIF act -0.3, Platelet DG rel -6, AI-2 QS mod 27, HSF1 inh -4, IEC-6 cytotox -14, aSyn UTR inh 8, HSF1 activator 3, HDAC3 inhib 5 and HSP90 refold inh -4.

2 entries picked at random from the list so far:
For Cc1ccc(N2CCN(C(=S)Nc3ccc(Cl)cc3)CC2)cc1 the results were KLF5 inh -2, HIF act -11, Platelet DG rel 3, AI-2 QS mod 13, HSF1 inh 5, IEC-6 cytotox -2, aSyn UTR inh 14, HSF1 activator 14, HDAC3 inhib -6 and HSP90 refold inh 0.
`O=C(Nc1ccccc1Br)C(=O)N1CCCC1` gave KLF5 inh 17, HIF act 0.9, Platelet DG rel 5, AI-2 QS mod 27, HSF1 inh 4, IEC-6 cytotox -3, aSyn UTR inh 10, HSF1 activator 12, HDAC3 inhib 3 and HSP90 refold inh -1.
